# Source: PubChem BioAssay
# RPL19A-GFP yeast = alters RPL19A-GFP fluorescence in TOR pathway yeast screen; S. cerevisiae RPL19A-GFP strain, flow cytometry, 3 h; active compounds read low; percent response vs DMSO, % at 10 µM; actives 0.3% (n = 330,000); AID 2025;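 active = percent response vs DMSO below 50%; inconclusive = fewer than 70 events counted for the yeast strain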;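 also: median channel GFP fluorescence of the barcoded RPL19A-GFP strain; ratio of sample median GFP to plate DMSO average so 100% = DMSO; lower means less RPL19A-GFP as with rapamycin TOR inhibition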
# LAP4 TOR yeast = alters LAP4-GFP fluorescence in TOR pathway yeast screen. S. cerevisiae LAP4-GFP multiplex, flow cytometry GFP, 3 h; median GFP as percent of DMSO wells. GFP response vs DMSO, % at 10 µM. actives 0.34% (n = 320,000). AID 2023;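 active = GFP response vs DMSO above a set limit, about the screen mean plus 3 SD, cut at about 150% in these data; inconclusive = under 70 cell events counted for the yeast strain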
# EBNA-1 inhibitor = blocks EBNA-1 binding to DNA | EBNA-1 DNA binding, fluorescence polarization | inhibition, % at 14.8 µM | actives 0.34% (n = 300,000) | AID 1950; in the data active = inhibition above about 28%
# AHR activator = activators of human aryl hydrocarbon receptor. AHR-responsive luciferase reporter cells, luminescence. AID 2796. activation, % at 5 µM. P35869. actives 2.5% (n = 320,000); in the data active = activation above about 47%;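 also: 0% = vehicle wells and 100% = reference agonist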
# Target sequence (P35869 whole entry, looked up): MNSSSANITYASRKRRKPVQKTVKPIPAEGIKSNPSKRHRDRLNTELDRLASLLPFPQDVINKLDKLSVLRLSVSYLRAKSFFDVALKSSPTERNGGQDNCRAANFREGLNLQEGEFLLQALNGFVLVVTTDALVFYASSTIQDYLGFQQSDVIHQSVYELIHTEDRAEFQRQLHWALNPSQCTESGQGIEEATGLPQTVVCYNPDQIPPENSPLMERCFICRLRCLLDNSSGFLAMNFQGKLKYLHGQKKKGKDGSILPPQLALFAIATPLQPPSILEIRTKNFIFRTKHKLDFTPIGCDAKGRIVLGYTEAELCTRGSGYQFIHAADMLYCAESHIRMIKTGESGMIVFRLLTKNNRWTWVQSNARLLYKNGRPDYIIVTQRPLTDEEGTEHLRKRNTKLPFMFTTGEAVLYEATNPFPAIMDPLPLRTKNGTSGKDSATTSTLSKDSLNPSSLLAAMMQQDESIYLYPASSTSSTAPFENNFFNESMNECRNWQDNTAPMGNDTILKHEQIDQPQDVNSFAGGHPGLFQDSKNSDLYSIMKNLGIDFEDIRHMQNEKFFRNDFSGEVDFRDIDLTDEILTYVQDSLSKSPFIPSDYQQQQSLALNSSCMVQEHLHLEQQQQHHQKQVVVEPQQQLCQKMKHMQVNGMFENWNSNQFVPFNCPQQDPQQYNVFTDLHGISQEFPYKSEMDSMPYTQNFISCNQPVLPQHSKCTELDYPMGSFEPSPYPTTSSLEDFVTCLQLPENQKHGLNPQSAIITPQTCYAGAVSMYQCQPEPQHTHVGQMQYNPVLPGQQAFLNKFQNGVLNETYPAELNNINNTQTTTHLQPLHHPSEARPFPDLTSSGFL
# ZTA DNA inh = blocks Epstein-Barr virus ZTA, an EBNA-1 counter-screen | P03206 | ZTA-DNA binding, fluorescence polarization | inhibition, % at 11 µM | actives 0.15% (n = 320,000); in the data active = inhibition above about 33%
# MEP2-GFP yeast = modulators of TOR pathway MEP2-GFP in S. cerevisiae; S. cerevisiae MEP2-GFP strain, flow cytometry GFP, 3 h; 100% = DMSO control level; GFP response vs DMSO, % at 10 µM; actives 0.51% (n = 330,000);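 active = GFP response versus DMSO above a set limit, roughly screen mean plus 3 SD, cut at about 180% in these data; inconclusive = fewer than 70 cells counted for a yeast strain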;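 also: median GFP fluorescence of the barcode-gated MEP2-GFP cells per well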
# proCasp7 act = counter-screen: procaspase-7 (human) activation. P55210. recombinant procaspase-7, Ac-DEVD-pNA absorbance 405 nm; D23A/D198A/D206A triple mutant, cannot self-cleave; scale: DMSO 0, 5 µM enzyme 100. activation, % at 8.5 µM. actives 0.093% (n = 330,000). AID 463210;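 active = percent activation above the screen-wide mean plus 3 SD, cut at about 25% in these data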
#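 System: Procaspase-7 triple mutant (PC-7 D3A); measure: % activation from two-timepoint absorbance difference, scaled to controls; times: 1 h compound preincubation, 2 h substrate cleavage, 25 °C; also added: Ac-DEVD-pNA substrate, 400 µM as added; measured by: Epi-absorbance of released pNA at 405 nm, two timepoints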
# procasp3 activ = activators of human procaspase-3 | recombinant procaspase-3 D3A, Ac-DEVD-pNA absorbance 405 nm | activation, % at 8.5 µM | actives 0.11% (n = 330,000);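 active = activation above the mean of all tested compounds plus 3 SD, cut at about 21% in these data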;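 also: 0% = DMSO alone and 100% = DMSO wells spiked with extra 5 µM PC-3 D3A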
#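 Test system: Procaspase-3 D3A mutant, all three cleavage aspartates alanine | Dosing: Single dose, 8.5 µM nominal compound, 0.8% DMSO | Schedule: 1 h preincubation, 2 h reaction | Technique: 405 nm absorbance of p-nitroaniline, reads at 0 and 120 min | Repeats: One well per compound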
# The depositor's hits bear a star; ? = inconclusive; . = no result given.
SMILES,RPL19A-GFP yeast,LAP4 TOR yeast,EBNA-1 inhibitor,AHR activator,ZTA DNA inh,MEP2-GFP yeast,proCasp7 act,procasp3 activ
CCN(CC)C(=O)COc1ccc(S(=O)(=O)N2CCOCC2)cc1,110,106,-4,4,-5,111,-1,-10
O=C(CN1C(=O)CCS(=O)(=O)c2ccccc21)Nc1ccc(Cl)cc1,106,113,1,0,2,107,2,-1
NC(=O)c1ccc(C(F)(F)F)n(Cc2ccc(F)c(F)c2)c1=O,97,95,-18,4,-19,101,6,3
Cc1ccc([C@@H]2[C@@H]3C(=O)N(C)C(=O)[C@@H]3[C@@H]3C(=O)Nc4ccccc4C(=O)N23)cc1,99,104,9,9,-2,86,4,2
COc1ccc(C)cc1NC(=O)Cn1cnnn1,104,97,5,2,17,105,-2,1
CCCCN1CCNC[C@@H]1Cc1ccccc1,93,87,12,2,-15,102,-5,-6
Cc1c(OC(C)C(=O)NCCN2CCOCC2)ccc2c3c(c(=O)oc12)CCC3 (stereo unspecified),103,104,-11,3,-17,103,7,4
O=S(=O)(Nc1ccncc1)c1ccccc1,104,100,-2,4,9,104,4,6
COCCCNC(=O)c1cc2c(=O)n3cccc(C)c3nc2s1,100,103,-9,0,5,102,15,5
C=C1C[C@H]2[C@@H]3CCc4cc(OC)ccc4[C@H]3CC[C@]12C,107,105,-1,-3,-3,96,-2,-3
CC(=O)OCC(=O)C1CCC2C3CC=C4CC(O)CCC4(C)C3CCC12C (stereo unspecified),109,113,1,7,5,101,2,-1
COc1ccccc1/C=N/NC(=O)CC(=O)NCc1ccccc1,101,100,-2,4,-6,99,6,-6
COc1ccc(NC(=O)c2ccccn2)cc1OC,101,93,5,3,9,104,-3,-2
CCc1ccccc1NC(=O)NCc1cccnc1,100,90,-3,6,-7,92,9,3
Cc1ccc(NC(=O)Cn2nnc(C(=O)NCc3ccco3)c2N)c(C)c1,99,100,-18,26,-5,97,-8,-1
Cc1csc(NC(=O)CSc2nnc(Cc3cccn3C)n2-c2ccc(F)cc2)n1,102,92,8,5,-1,101,-3,-3
N=c1oc2ccccc2cc1-c1nc(-c2ccccc2)cs1,102,107,-9,59*,-18,113,21,43*
NC(=O)NC(=O)C(c1ccccc1)N1CCN(S(=O)(=O)c2ccc(Br)s2)CC1 (stereo unspecified),104,104,.,-2,-5,101,-4,-11
COC(CNC(=O)CNC(=S)N(Cc1ccccc1)Cc1cccnc1)OC,89,108,-5,0,-22,145,0,-16
CCCC1C(c2ccccc2)C(C#N)(C#N)C2(C#N)CC1(N)NC2=O (stereo unspecified),94,94,-4,-2,-13,101,-5,4
c1ccc2cc(CSCc3nc4ccccc4[nH]3)ccc2c1,99,95,2,25,7,90,-2,-8
Clc1cccc(OCCN2CCCC2)c1,110,99,6,0,1,111,9,-5
CC1(C)C(c2cccs2)=[N+]([O-])C2(CCCCC/C2=N\O)N1O (stereo unspecified),97,94,2,0,6,99,-9,-7
CCOC(=O)c1c(C)[nH]c(NC(=O)Nc2c(C)n(C)n(-c3ccccc3)c2=O)c1C,99,99,5,9,-4,102,2,-7
CCN1CCN(c2nc(-c3ccccc3)nc3ccccc23)CC1,103,98,10,4,-2,110,8,-3
COCOc1ccc(C=O)cc1OCOC,95,92,10,4,2,102,3,-1
CC(C)(C)CC(=O)Nc1ccc(S(=O)(=O)NC2=NCCCCC2)cc1,96,94,.,-1,.,95,1,1
Cc1nc2c(c3c1[nH]c1ccccc13)C(O)CC(C)(C)C2 (stereo unspecified),104,101,4,8,-1,98,-12,-19
Cc1ccsc1/C=N/n1c(-c2ccncc2)n[nH]c1=S,106,108,4,13,-1,108,-9,-1
Nn1c(Cc2ccc(F)cc2)n[nH]c1=S,101,105,-17,-1,-4,94,-24,-10
CCN1C(=NCCCCO)N[C@@H](c2cccc(F)c2)C(C(=O)OC)=C1C,94,109,5,0,3,92,-2,-10
CC1Cc2ccccc2N1S(=O)(=O)c1cccc(C(=O)N2Cc3ccccc3CC2C(N)=O)c1 (stereo unspecified),97,98,.,5,-9,94,-4,6
Cc1ccc(C(=O)OCC(=O)c2c[nH]c3ccccc23)cc1,101,95,5,14,-6,96,6,2
O=C(Nc1ccc(Br)cc1)c1cccnc1N1CCCCC1,96,110,3,50*,-1,99,-12,3
CC1=CC(C)=Nc2ccccc2N1,100,106,-6,11,-7,103,-3,4
COC1=C(N)C(=O)c2nc(-c3nc(C(=O)O)c(C)c(-c4ccc(OC)c(OC)c4O)c3N)ccc2C1=O,60,218*,.,-2,.,132,0,4

# Single entries from the list:
# Nn1c(Cc2ccc(F)cc2)n[nH]c1=S in AHR activator is entered as -1
# Cc1ccc(C(=O)OCC(=O)c2c[nH]c3ccccc23)cc1 in LAP4 TOR yeast is entered as 95
# CCN1C(=NCCCCO)N[C@@H](c2cccc(F)c2)C(C(=O)OC)=C1C in MEP2-GFP yeast is entered as 92
# CC(C)(C)CC(=O)Nc1ccc(S(=O)(=O)NC2=NCCCCC2)cc1 in proCasp7 act is entered as 1
# Cc1nc2c(c3c1[nH]c1ccccc13)C(O)CC(C)(C)C2 (stereo unspecified) in ZTA DNA inh is entered as -1
# O=C(Nc1ccc(Br)cc1)c1cccnc1N1CCCCC1 in ZTA DNA inh is entered as -1
# CC1=CC(C)=Nc2ccccc2N1 in LAP4 TOR yeast is entered as 106

# (further entries)
SMILES,RPL19A-GFP yeast,LAP4 TOR yeast,EBNA-1 inhibitor,AHR activator,ZTA DNA inh,MEP2-GFP yeast,proCasp7 act,procasp3 activ
Fc1ccccc1-c1nc(-c2cnccc2C(F)(F)F)no1,98,107,-4,-1,-1,99,6,3
C=CCN1C(=O)C(CC(=O)Nc2ccccc2)S/C1=N/c1nccs1 (stereo unspecified),101,.,-5,6,-12,106,-1,-16
Cc1cc(Cl)ccc1NC(=S)NCc1ccc(F)cc1,106,91,-6,0,-21,96,-1,6
Cc1cccc(NC(=S)NCc2ccccn2)c1,103,110,0,8,1,109,2,0
CCn1cc(CNCc2c(C(=O)N3CCCCC3)nc3c(C)cccn23)cn1,102,96,1,2,23,97,6,2
COc1cccc(CNC(=O)Nc2cccs2)c1,96,106,-11,4,-14,99,-23,-9
O=C(CCc1nnc(Cc2cccc(C(F)(F)F)c2)o1)NC1CC1,101,118,-5,1,2,105,3,-1
COc1ccc(C(=O)Nc2ccc(N3CCN(C)CC3)cc2)cc1[N+](=O)[O-],102,112,3,6,-11,117,5,-1
CCC(Sc1nc2ccsc2c(=O)n1-c1ccc(Cl)c(C)c1)C(=O)NCc1ccco1 (stereo unspecified),103,120,6,-2,6,160,6,-5
Cc1ccccc1NC(=O)c1c(C)nn(-c2ccccc2)c1Cl,98,99,-4,-1,-2,103,2,-4
O=C(NC(=S)Nc1ccc(N2CCOCC2)cc1)c1ccccc1,96,114,1,2,5,98,-8,-11
O=C(Nc1ccccc1)Nc1ccc2ccccc2c1,?,?,5,12,-15,?,3,-1
O=C(N/N=C/c1ccc(O)cc1)c1cccc(N/N=C/c2ccc(O)cc2)c1,103,107,3,5,-2,94,-2,-2
CC1CC(C)CN(C/C=C/c2ccccc2[N+](=O)[O-])C1 (stereo unspecified),99,96,4,7,-6,99,5,3
O=C(O)c1ccccc1C(=O)Nc1ccc(-n2nc(C(F)(F)F)cc2C(F)(F)F)cc1,94,95,-6,4,-17,88,7,-1
COc1ccc(CCNC(=O)CSC2=Nc3ccccc3C3=NC(C(C)C)C(=O)N23)cc1OC (stereo unspecified),99,86,-12,-1,11,97,8,0
CC(=O)NC1(C(F)(F)F)C(=O)Nc2c1c(=O)n(C)c(=O)n2C (stereo unspecified),106,113,7,3,-4,109,15,-1
O=C1CC(Nc2ccccc2)C(=O)N1c1ccc(N2CCOCC2)cc1 (stereo unspecified),104,112,12,-1,-1,113,-2,-2
CNC(=S)N/N=C(\C)c1ccc(Cl)c(Cl)c1,98,109,-3,10,1,102,3,-6
CC1CC(C)CN(C(=O)c2ccncc2)C1 (stereo unspecified),98,94,9,4,0,98,-1,-3
Cc1cccc2c1cnn2C(=O)CCC(=O)NCC(C)c1ccccc1 (stereo unspecified),99,119,-4,-1,1,100,-4,1
O=C(c1ccc2[nH]c(=O)c(=O)[nH]c2c1)N1CCN(Cc2ccccc2)CC1,104,96,9,3,-2,110,-1,-9
COc1ccc(C2C(C(=O)O)CC(=O)N2c2ccc(OC)cc2)cc1 (stereo unspecified),104,104,9,4,-15,112,4,-4
COc1cccc(C(=O)O/N=C(\N)c2ccccn2)c1,99,109,-3,22,2,104,0,4

# In the list so far, two have an aryl thioether with sulfur outside any ring.
SMILES,RPL19A-GFP yeast,LAP4 TOR yeast,EBNA-1 inhibitor,AHR activator,ZTA DNA inh,MEP2-GFP yeast,proCasp7 act,procasp3 activ
Cc1csc(NC(=O)CSc2nnc(Cc3cccn3C)n2-c2ccc(F)cc2)n1,102,92,8,5,-1,101,-3,-3
CCC(Sc1nc2ccsc2c(=O)n1-c1ccc(Cl)c(C)c1)C(=O)NCc1ccco1 (stereo unspecified),103,120,6,-2,6,160,6,-5

# The main list resumes, repeating the 4 entries before the break.
SMILES,RPL19A-GFP yeast,LAP4 TOR yeast,EBNA-1 inhibitor,AHR activator,ZTA DNA inh,MEP2-GFP yeast,proCasp7 act,procasp3 activ
Cc1cccc2c1cnn2C(=O)CCC(=O)NCC(C)c1ccccc1 (stereo unspecified),99,119,-4,-1,1,100,-4,1
O=C(c1ccc2[nH]c(=O)c(=O)[nH]c2c1)N1CCN(Cc2ccccc2)CC1,104,96,9,3,-2,110,-1,-9
COc1ccc(C2C(C(=O)O)CC(=O)N2c2ccc(OC)cc2)cc1 (stereo unspecified),104,104,9,4,-15,112,4,-4
COc1cccc(C(=O)O/N=C(\N)c2ccccn2)c1,99,109,-3,22,2,104,0,4
CC(C)Nc1ccc(-n2nc3ccccc3[n+]2[O-])cc1,104,101,0,0,0,103,7,1
COc1ccc(C2C(C(C)=O)=C(O)C(=O)N2Cc2cccnc2)cc1 (stereo unspecified),92,85,1,-1,-10,91,3,12
Cc1ccsc1/C=N/NC(=O)c1cccc(S(=O)(=O)Nc2ccccc2Cl)c1,98,86,7,20,2,95,2,7
O=[N+]([O-])c1cc(C(F)(F)F)ccc1NCCc1ccccn1,63,219*,-13,1,-5,86,-4,-10
Cc1ncc(/C=C2\C(=O)Nc3ccccc32)[nH]1,101,125,6,-3,6,103,-4,-1
